GSH fluor – GSH bead compound fluorescence profile | AID 1776 | fluorescence (KMESF) at 10 µM | GSH beads flow cytometry, compound fluorescence 488/530 nm; stronger effect = higher value | hit rate 0.25% among 190,000; in the data active means fluorescence above about 89;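 further: glutathione beads carrying GST-tagged Bcl family fusion proteins plus one bare bead set; values are compound well signal with DMSO vehicle wells as background; inactives centre near 16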
RGS7-Gao reg – regulators of human RGS7-Galphao interaction; P09471; Multiplexed bead flow cytometry, RGS7-Galphao binding; actives lie on both sides; binding response (% of control), % at 10 µM; hit rate 0.35% among 220,000; in the data active means binding response below about 49% or above about 150%; inconclusive means no clear call, values can overlap the other calls; inactive means in between;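 further: fluorescent Galphao held in activated GDP-AlF4 state binding bead-coupled RGS7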
RGS4-Gao reg – modulates binding of RGS4 to human Galphao | P09471 | Multiplexed bead flow cytometry; actives lie on both sides | binding response (% of control), % at 10 µM | hit rate 0.33% among 220,000; in the data active means binding response below about 49% or above about 150%; inactive means in between;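 further: fluorescent Galphao activated with aluminum fluoride binding bead-coupled RGS4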
ABCG2 block – blocks JC-1 efflux by human ABCG2 transporter. Q9UNQ0. IgMXP3 cells, flow cytometry. inhibition, % at 6.6 µM. hit rate 0.1% among 190,000. AID 1325;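 active means inhibition above 80%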;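 further: 0% = DMSO and 100% = nicardipine control wells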
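System: two drug-resistant human cell lines, ABCG2 and ABCB1; controls: nicardipine high and DMSO low controls; times: 10 min exposure at 25 °C with rotation, no wash; detection: flow cytometry of retained JC-1 fluorescence; read-out basis: percent efflux inhibition, scaled nicardipine 100% to DMSO 0%; doses: one concentration, 6.6 µM final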
ABCB1 block – human ABCB1 inhibition, ABCG2 as counter-screen | CCRF-Adr cells, JC-1 efflux, flow cytometry | hit rate 0.067% among 190,000 | inhibition, % at 6.6 µM | P08183; in the data active means inhibition above about 40%;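 further: 0% = vehicle and 100% = reference inhibitor; higher value means more JC-1 retained so stronger ABCB1 efflux block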
Bim-Bcl-W – human Bim-Bcl-W interaction inhibition. Q92843. inhibition, % at 10 µM. hit rate 0.02% among 190,000. bead-based flow cytometry, Bim peptide-Bcl-W binding;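 further: 0% = bound tracer without compound and 100% = peptide blocker; higher means less fluorescent Bim peptide bound to Bcl-W beads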
Target sequence (Q92843 whole entry, looked up): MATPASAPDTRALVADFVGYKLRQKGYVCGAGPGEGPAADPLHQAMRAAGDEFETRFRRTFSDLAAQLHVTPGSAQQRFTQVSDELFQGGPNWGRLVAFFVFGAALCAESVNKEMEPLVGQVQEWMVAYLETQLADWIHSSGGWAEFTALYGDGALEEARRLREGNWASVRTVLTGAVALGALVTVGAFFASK
Bim-Bfl-1 – human Bim-Bfl-1 interaction inhibition; Q16548; Bead-based flow cytometry, Bim-Bfl-1 binding inhibition; inhibition, % at 10 µM; hit rate 0.12% among 190,000;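 further: 0% = wells without compound plus tracer and 100% = blocker peptide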
Bcl-B Bim block – human Bim-Bcl-B interaction inhibition; Q9HD36; bead-based flow cytometry, Bim peptide-Bcl-B binding; inhibition, % at 10 µM; hit rate 0.073% among 190,000; AID 951;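 further: 0% = tracer peptide without compound and 100% = reference inhibitor peptide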
Target sequence (Q9HD36 whole entry, looked up): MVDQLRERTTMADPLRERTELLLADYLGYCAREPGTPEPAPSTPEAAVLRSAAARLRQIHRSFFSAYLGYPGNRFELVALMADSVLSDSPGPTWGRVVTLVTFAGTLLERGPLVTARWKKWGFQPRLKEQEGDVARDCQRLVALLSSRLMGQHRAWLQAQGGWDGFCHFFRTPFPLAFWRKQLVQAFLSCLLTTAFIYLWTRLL
Bcl-2 Bim block – inhibitors of Bim-Bcl-2 interaction, human; P10415; Bead-based flow cytometry, Bim peptide-Bcl-2 binding; inhibition, % at 10 µM; hit rate 0.06% among 190,000; AID 950; in the data active means inhibition above about 40%; inconclusive means no clear call, values can overlap the other calls;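 further: 0% = no compound wells with probe peptide and 100% = reference peptide inhibitor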
Target sequence (P10415 whole entry, looked up): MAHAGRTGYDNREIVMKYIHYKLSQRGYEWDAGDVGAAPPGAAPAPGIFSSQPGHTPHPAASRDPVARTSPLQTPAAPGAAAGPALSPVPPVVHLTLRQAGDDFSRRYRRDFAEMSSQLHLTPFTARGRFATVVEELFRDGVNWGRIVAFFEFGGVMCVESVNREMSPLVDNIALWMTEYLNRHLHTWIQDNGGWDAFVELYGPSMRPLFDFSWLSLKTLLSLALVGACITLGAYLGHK
Avidin fluor – avidin bead compound fluorescence profile; fluorescence (KMESF) at 10 µM; Avidin beads, compound fluorescence 488/530 nm, flow cytometry; stronger effect = higher value; hit rate 0.38% among 220,000; in the data active means fluorescence above about 47; further: inactives centre near 10
Bcl-XL Bim block – inhibitors of Bim-Bcl-XL interaction, human; Q07817; Bim peptide-Bcl-XL binding, bead flow cytometry, fluorescence; inhibition, % at 10 µM; hit rate 0.04% among 190,000
Target sequence (Q07817 whole entry, looked up): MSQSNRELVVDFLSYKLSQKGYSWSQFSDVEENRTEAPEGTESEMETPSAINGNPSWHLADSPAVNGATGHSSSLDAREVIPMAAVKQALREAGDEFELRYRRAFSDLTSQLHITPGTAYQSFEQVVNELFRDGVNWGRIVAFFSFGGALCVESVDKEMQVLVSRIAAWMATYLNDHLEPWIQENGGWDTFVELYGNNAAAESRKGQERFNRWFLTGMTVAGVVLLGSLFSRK
* marks the source's active call; other numbers are inactive results. Unless noted, no stated cut-off is given here; in the data, active means inhibition above about 40%. This is a random part of the collection; overall some 1.3% were active at least once.

What do the screens show for `Cc1ccc(S(=O)(=O)N2CCN(c3ccc4nnc(-c5ccccc5)n4n3)CC2)cc1`?
GSH fluor: 12; RGS7-Gao reg: 98; RGS4-Gao reg: 98; ABCG2 block: -1; ABCB1 block: 0.7; Bim-Bcl-W: 6; Bim-Bfl-1: -6; Bcl-B Bim block: -1; Bcl-2 Bim block: -6; Avidin fluor: 7; Bcl-XL Bim block: 0

How did O=S(=O)(NCC1CCCO1)c1cc(Br)c(Br)s1 (stereo unspecified) do in these assays?
GSH fluor: 25; RGS7-Gao reg: 101; RGS4-Gao reg: 103; ABCG2 block: 0; ABCB1 block: 0.0; Bim-Bcl-W: -4; Bim-Bfl-1: -8; Bcl-B Bim block: -8; Bcl-2 Bim block: -7; Avidin fluor: 14; Bcl-XL Bim block: -5

Results for Cc1ccc(CNC(=O)c2cc3c(=O)n(C)c4ccccc4c3n2C)cc1 ?
GSH fluor: 22; RGS7-Gao reg: 99; RGS4-Gao reg: 96; ABCG2 block: 2; ABCB1 block: 0.9; Bim-Bcl-W: 0; Bim-Bfl-1: -10; Bcl-B Bim block: -7; Bcl-2 Bim block: -7; Avidin fluor: 6; Bcl-XL Bim block: -5

How did C[C@@H](C(=O)NCc1ccccc1)[C@@H]1C[C@@]1(C)[C@@H](NC(=O)OCc1ccccc1)c1ccccc1 do in these assays?
GSH fluor: 18; RGS7-Gao reg: 104; RGS4-Gao reg: 101; ABCG2 block: 8; ABCB1 block: 2.4; Bim-Bcl-W: -2; Bim-Bfl-1: 0; Bcl-B Bim block: -6; Bcl-2 Bim block: -1; Avidin fluor: 8; Bcl-XL Bim block: -5

What do the screens show for `COc1cc(CC(=O)OCC(=O)NCC(C)C)cc(OC)c1OC`?
GSH fluor: 16; RGS7-Gao reg: 104; RGS4-Gao reg: 102; ABCG2 block: 6; ABCB1 block: 0.8; Bim-Bcl-W: 0; Bim-Bfl-1: -4; Bcl-B Bim block: -2; Bcl-2 Bim block: -2; Avidin fluor: 10; Bcl-XL Bim block: 0

How did O=C(NC1(C(F)(F)F)NC(=O)N(CCc2ccccc2)C1=O)C1CC1 (stereo unspecified) do in these assays?
GSH fluor: 17; RGS7-Gao reg: 103; RGS4-Gao reg: 100; ABCG2 block: 5; ABCB1 block: 0.8; Bim-Bcl-W: -4; Bim-Bfl-1: -12; Bcl-B Bim block: -7; Bcl-2 Bim block: -6; Avidin fluor: 17; Bcl-XL Bim block: -5

How did O=C(COCc1ccccc1)N[C@@H](Cc1ccc(O)cc1)C(=O)O do in these assays?
GSH fluor: 19; RGS7-Gao reg: 96; RGS4-Gao reg: 96; ABCG2 block: 3; ABCB1 block: 1.5; Bim-Bcl-W: 0; Bim-Bfl-1: -7; Bcl-B Bim block: -3; Bcl-2 Bim block: -8; Avidin fluor: 7; Bcl-XL Bim block: -3

How did Cc1ccccc1NS(=O)(=O)c1cc(C(=O)Nc2cccc(N(C)S(C)(=O)=O)c2)ccc1C do in these assays?
GSH fluor: 18; RGS7-Gao reg: 102; RGS4-Gao reg: 105; ABCG2 block: 3; ABCB1 block: 0.5; Bim-Bcl-W: 1; Bim-Bfl-1: 4; Bcl-B Bim block: 0; Bcl-2 Bim block: 0; Avidin fluor: 8; Bcl-XL Bim block: -1

How did Cc1cccc(C)c1NC(=O)COC(=O)c1cccc2c1C(=O)c1ccccc1C2=O do in these assays?
GSH fluor: 9; RGS7-Gao reg: 102; RGS4-Gao reg: 105; ABCG2 block: 60; ABCB1 block: 1.4; Bim-Bcl-W: -4; Bim-Bfl-1: -5; Bcl-B Bim block: -4; Bcl-2 Bim block: -8; Avidin fluor: 23; Bcl-XL Bim block: 0

What do the screens show for `CN(NC(N)=O)c1ncc(C(F)(F)F)cc1Cl`?
GSH fluor: 38; RGS7-Gao reg: 100; RGS4-Gao reg: 99; ABCG2 block: 0; ABCB1 block: 0.0; Bim-Bcl-W: 0; Bim-Bfl-1: -12; Bcl-B Bim block: -8; Bcl-2 Bim block: -7; Avidin fluor: 5; Bcl-XL Bim block: 0

What do the screens show for `Cc1cc(C)c(C#N)c(SC(F)F)n1`?
GSH fluor: 14; RGS7-Gao reg: 99; RGS4-Gao reg: 98; ABCG2 block: -1; ABCB1 block: -0.2; Bim-Bcl-W: 0; Bim-Bfl-1: -1; Bcl-B Bim block: 0; Bcl-2 Bim block: -1; Avidin fluor: 33; Bcl-XL Bim block: 0

What do the screens show for `Cc1cc(/C=N/N2CCN(C)CC2)c(C)n1-c1ccccc1F`?
GSH fluor: 16; RGS7-Gao reg: inconclusive; RGS4-Gao reg: 98; ABCG2 block: 1; ABCB1 block: 0.6; Bim-Bcl-W: -2; Bim-Bfl-1: -3; Bcl-B Bim block: -2; Bcl-2 Bim block: -3; Avidin fluor: 10; Bcl-XL Bim block: 0

Results for Cc1noc(/C=C/N(C)C)c1S(=O)(=O)N1CCCC(C(=O)NCc2ccc(Cl)cc2)C1 (stereo unspecified) ?
GSH fluor: 12; RGS7-Gao reg: 95; RGS4-Gao reg: 98; ABCG2 block: 3; ABCB1 block: 1.4; Bim-Bcl-W: 5; Bim-Bfl-1: -10; Bcl-B Bim block: -12; Bcl-2 Bim block: -13; Avidin fluor: 9; Bcl-XL Bim block: -5

Results for O=C(NCCN1CCOCC1)[C@H](Cc1ccccc1)N1C(=O)c2ccccc2C1=O ?
GSH fluor: 4; RGS7-Gao reg: 105; RGS4-Gao reg: 108; ABCG2 block: 0; ABCB1 block: 0.2; Bim-Bcl-W: -1; Bim-Bfl-1: -10; Bcl-B Bim block: -7; Bcl-2 Bim block: -1; Avidin fluor: 8; Bcl-XL Bim block: -4

What do the screens show for `Cc1cc(Cl)ccc1NC(=S)NCc1ccc(Cl)cc1`?
GSH fluor: 22; RGS7-Gao reg: 99; RGS4-Gao reg: 98; ABCG2 block: -2; ABCB1 block: -0.5; Bim-Bcl-W: 2; Bim-Bfl-1: -10; Bcl-B Bim block: -6; Bcl-2 Bim block: -5; Avidin fluor: 24; Bcl-XL Bim block: -4

What do the screens show for `OCCNCCCOc1cc(Cl)ccc1Cl`?
GSH fluor: 9; RGS7-Gao reg: 99; RGS4-Gao reg: 99; ABCG2 block: 2; ABCB1 block: -0.4; Bim-Bcl-W: 0; Bim-Bfl-1: -2; Bcl-B Bim block: -3; Bcl-2 Bim block: 0; Avidin fluor: 13; Bcl-XL Bim block: 0

Results for CC(C)c1ccc(NC(=O)COC(=O)/C=C/c2cccc(Br)c2)cc1 ?
GSH fluor: 15; RGS7-Gao reg: 101; RGS4-Gao reg: 101; ABCG2 block: -2; ABCB1 block: -0.2; Bim-Bcl-W: 0; Bim-Bfl-1: -11; Bcl-B Bim block: -8; Bcl-2 Bim block: -12; Avidin fluor: 12; Bcl-XL Bim block: -4

How did COc1cc(/C=C2\SC(=N)N(c3ccc(F)cc3)C2=O)ccc1O do in these assays?
GSH fluor: 18; RGS7-Gao reg: 98; RGS4-Gao reg: 99; ABCG2 block: 3; ABCB1 block: -0.5; Bim-Bcl-W: 1; Bim-Bfl-1: -5; Bcl-B Bim block: -2; Bcl-2 Bim block: -2; Avidin fluor: 9; Bcl-XL Bim block: 0

What do the screens show for `CCOC(=O)c1c(-c2ccc(OC)c(OC)c2)csc1NC(=O)C1CCCO1` (stereo unspecified)?
GSH fluor: 23; RGS7-Gao reg: 101; RGS4-Gao reg: 100; ABCG2 block: 11; ABCB1 block: 2.4; Bim-Bcl-W: -1; Bim-Bfl-1: -4; Bcl-B Bim block: -5; Bcl-2 Bim block: -2; Avidin fluor: 9; Bcl-XL Bim block: -5

How did CCN(Cc1ccccc1)Cc1cccc([N+](=O)[O-])c1 do in these assays?
GSH fluor: 25; RGS7-Gao reg: 103; RGS4-Gao reg: 103; ABCG2 block: 2; ABCB1 block: 0.5; Bim-Bcl-W: 0; Bim-Bfl-1: -4; Bcl-B Bim block: 2; Bcl-2 Bim block: 0; Avidin fluor: 9; Bcl-XL Bim block: -1

How did c1ccc(C2=Nc3cccc4cccc(c34)N2)cc1 do in these assays?
GSH fluor: 16; RGS7-Gao reg: 95; RGS4-Gao reg: 98; ABCG2 block: 5; ABCB1 block: -0.2; Bim-Bcl-W: 17; Bim-Bfl-1: 24; Bcl-B Bim block: -3; Bcl-2 Bim block: 5; Avidin fluor: 12; Bcl-XL Bim block: -3

What do the screens show for `O=C(N1CCCCC1)N1CCN(C(=O)N2CCCCC2)CC1`?
GSH fluor: 22; RGS7-Gao reg: 96; RGS4-Gao reg: 95; ABCG2 block: 7; ABCB1 block: 0.0; Bim-Bcl-W: 1; Bim-Bfl-1: -1; Bcl-B Bim block: -4; Bcl-2 Bim block: 0; Avidin fluor: 5; Bcl-XL Bim block: -1

How did Cc1[nH]c2ccc(CNS(=O)(=O)c3ccc(S(=O)(=O)N4CCOCC4)cc3)cc2c1C do in these assays?
GSH fluor: 10; RGS7-Gao reg: 102; RGS4-Gao reg: 98; ABCG2 block: -3; ABCB1 block: -0.5; Bim-Bcl-W: 7; Bim-Bfl-1: -6; Bcl-B Bim block: -6; Bcl-2 Bim block: -9; Avidin fluor: 9; Bcl-XL Bim block: 0

Results for COc1cc(C(=O)Nc2ccccn2)cc(OC)c1OC ?
GSH fluor: 31; RGS7-Gao reg: 102; RGS4-Gao reg: 100; ABCG2 block: 28; ABCB1 block: 1.0; Bim-Bcl-W: -4; Bim-Bfl-1: -14; Bcl-B Bim block: -11; Bcl-2 Bim block: -10; Avidin fluor: 11; Bcl-XL Bim block: -10

How did c1ccc(CCCNc2ncccn2)cc1 do in these assays?
GSH fluor: 12; RGS7-Gao reg: 96; RGS4-Gao reg: 101; ABCG2 block: -2; ABCB1 block: 0.4; Bim-Bcl-W: -8; Bim-Bfl-1: -3; Bcl-B Bim block: -7; Bcl-2 Bim block: 0; Avidin fluor: 22; Bcl-XL Bim block: -6

How did CC(OC(=O)c1ccc(F)cc1)C(=O)Nc1nc(-c2cccc([N+](=O)[O-])c2)cs1 (stereo unspecified) do in these assays?
GSH fluor: 15; RGS7-Gao reg: 112; RGS4-Gao reg: 106; ABCG2 block: -1; ABCB1 block: 0.0; Bim-Bcl-W: 18; Bim-Bfl-1: 18; Bcl-B Bim block: 6; Bcl-2 Bim block: 12; Avidin fluor: 14; Bcl-XL Bim block: 10

What do the screens show for `CC(C)N1CCC(N2CCN(Cc3cnc(-c4ccccc4)s3)CC2CCO)CC1` (stereo unspecified)?
GSH fluor: 18; RGS7-Gao reg: 96; RGS4-Gao reg: 94; ABCG2 block: 1; ABCB1 block: 0.1; Bim-Bcl-W: -4; Bim-Bfl-1: -4; Bcl-B Bim block: -5; Bcl-2 Bim block: -6; Avidin fluor: 8; Bcl-XL Bim block: -7
